Screening data: PubChem BioAssay, The Scripps Research Institute Molecular Screening Center
PAD4 FP inh = inhibitors of human PAD4. Q9UM07. AID 485272. inhibition, % at 6.36 µM. recombinant PAD4, RCA probe fluorescence polarization. 330,000 compounds, 0.41% hits;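 active = percent inhibition above a cutoff equal to the mean of all tested compounds plus 3 SD, cut at about 15% in these data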;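 note: 0% = PAD4 with RCA probe and DMSO and 100% = probe without PAD4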
PAFAH1B3 FP inh = inhibitors of human PAFAH1B3; AID 492972; 340,000 compounds, 0.28% hits; Q15102; recombinant PAFAH1B3, FP-rhodamine probe, fluorescence polarization; inhibition, % at 3.39 µM;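 active = inhibition above the screen-wide average of all tested compounds plus 3 SD, cut at about 25% in these data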;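 note: 0% = enzyme with DMSO only and 100% = wells lacking PAFAH1B3 protein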
PAFAH1B2 inh = PAFAH1B2 (human) inhibition; P68402; recombinant PAFAH1B2, FP-rhodamine activity probe, fluorescence polarization; inhibition, % at 3.39 µM; 340,000 compounds, 1.2% hits;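 active = inhibition above the mean of all tested compounds plus 3 SD, cut at about 24% in these data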;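 note: 0% = enzyme with DMSO and 100% = wells lacking PAFAH1B2; many of its hits are not listed in these tables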
Target sequence (P68402 whole entry, looked up): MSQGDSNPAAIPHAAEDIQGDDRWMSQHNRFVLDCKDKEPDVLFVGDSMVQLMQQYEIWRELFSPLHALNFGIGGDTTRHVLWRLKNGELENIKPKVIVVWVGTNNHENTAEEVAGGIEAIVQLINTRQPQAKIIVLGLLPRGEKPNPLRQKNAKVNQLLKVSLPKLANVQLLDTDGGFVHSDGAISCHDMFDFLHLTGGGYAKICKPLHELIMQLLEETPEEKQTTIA
PAFAH2 FP inh = inhibitors of human PAFAH2. recombinant PAFAH2, FP-rhodamine activity probe, fluorescence polarization. inhibition, % at 3.39 µM. AID 492956. 340,000 compounds, 0.99% hits;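 active = inhibition above the mean over all tested compounds plus 3 SD, cut at about 30% in these data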;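 note: inhibitors block probe labeling of enzyme so polarization drops; 0% = enzyme with DMSO and 100% = wells lacking PAFAH2 protein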
pPAFAH inh = inhibitors of human plasma PAF acetylhydrolase (pPAFAH); Q13093; recombinant pPAFAH, FP-rhodamine probe fluorescence polarization; inhibition, % at 3.39 µM; 330,000 compounds, 1.5% hits;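 active = inhibition above the mean inhibition across the screen plus 3 SD, cut at about 25% in these data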;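 note: inhibitors block binding of the rhodamine activity-based probe so polarization drops; 0% = enzyme with DMSO and 100% = wells lacking pPAFAH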
LYPLA1 counter = LYPLA1 (human) inhibition in PME1 counter-screen | 320,000 compounds, 0.16% hits | inhibition, % at 5.9 µM | O75608 | AID 2174 | recombinant LYPLA1, FP-Rh probe fluorescence polarization;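 active = inhibition above the mean of all tested compounds plus 3 SD, set per campaign, cut at about 14% in these data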;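 note: inhibitors block serine hydrolase probe labeling of LYPLA1 so polarization falls; 0% = enzyme with DMSO and 100% = wells lacking LYPLA1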
Target sequence (O75608 whole entry, looked up): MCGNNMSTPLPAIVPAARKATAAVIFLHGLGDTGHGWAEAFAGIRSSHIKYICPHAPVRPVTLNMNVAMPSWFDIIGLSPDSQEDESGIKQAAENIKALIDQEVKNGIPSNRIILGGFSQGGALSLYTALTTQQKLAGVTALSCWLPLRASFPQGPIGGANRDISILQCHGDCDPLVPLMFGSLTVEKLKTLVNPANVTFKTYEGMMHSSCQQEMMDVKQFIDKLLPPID
GSTO1 inh = blocks human GSTO1 in RBBP9 counter-screen; P78417; recombinant GSTO1, activity-based probe fluorescence polarization; inhibition, % at 5.96 µM; 300,000 compounds, 1.1% hits; AID 1974;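 active = inhibition above the campaign mean inhibition plus 3 SD, cut at about 35% in these data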;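 note: 0% = GSTO1-1 with DMSO and 100% = wells lacking GSTO1-1 enzyme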
Target sequence (P78417 whole entry, looked up): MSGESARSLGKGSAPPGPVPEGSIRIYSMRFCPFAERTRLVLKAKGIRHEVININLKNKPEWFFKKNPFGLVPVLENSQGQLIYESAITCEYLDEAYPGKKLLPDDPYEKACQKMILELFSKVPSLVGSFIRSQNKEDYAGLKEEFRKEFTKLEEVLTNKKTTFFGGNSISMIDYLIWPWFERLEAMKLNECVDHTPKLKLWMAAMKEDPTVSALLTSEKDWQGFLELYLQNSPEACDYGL
PREPL inh = inhibits the human prolyl oligopeptidase-like enzyme; Q4J6C6; recombinant PREPL, fluorescence polarization activity-based probe; inhibition, % at 5.96 µM; 320,000 compounds, 0.68% hits; in the data active = inhibition above about 43%;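 note: 0% = enzyme with DMSO and 100% = wells lacking enzyme; many of its hits are not listed in these tables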
LYPLA2 inh = blocks human lysophospholipase 2, a PME1 counter-screen; inhibition, % at 5.9 µM; AID 2177; recombinant LYPLA2, FP-Rh probe fluorescence polarization; 320,000 compounds, 0.38% hits;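 active = inhibition above the screen-wide mean plus 3 SD, limit set per campaign, cut at about 26% in these data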;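 note: 0% = LYPLA2 with DMSO and 100% = wells lacking LYPLA2 enzyme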
Target sequence (O95372 whole entry, looked up): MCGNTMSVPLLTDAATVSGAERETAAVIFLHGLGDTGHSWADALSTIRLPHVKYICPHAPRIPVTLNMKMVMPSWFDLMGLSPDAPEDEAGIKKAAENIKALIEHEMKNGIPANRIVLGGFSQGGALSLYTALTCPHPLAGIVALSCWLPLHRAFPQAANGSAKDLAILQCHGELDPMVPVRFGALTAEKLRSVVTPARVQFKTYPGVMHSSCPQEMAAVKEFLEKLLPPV
Numbers without * were called inactive; x = no result given. Some of the compounds tested; the hit share may differ from the screen's.

SMILES	PAD4 FP inh	PAFAH1B3 FP inh	PAFAH1B2 inh	PAFAH2 FP inh	pPAFAH inh	LYPLA1 counter	GSTO1 inh	PREPL inh	LYPLA2 inh
Cc1cccc(NC(=S)N(CCc2nc3cc(C)c(C)cc3[nH]2)Cc2cccnc2)c1	5	7	5	-3	-2	-2	4	12	1
Cc1ccccc1-c1nc(CN2CCC(C(=O)NC3CCN(Cc4ccccc4)CC3)CC2)c(C)o1	-3	-5	1	-2	6	3	1	15	6
CC(=O)NC(=O)Nc1sc(=S)n(C)c1C	-2	7	2	-11	-7	2	-4	11	-4
CC1CCCCN1C(=O)CN1C(=O)CN(C)C(=O)c2ccccc21 (stereo unspecified)	-1	0	0	2	4	2	-2	-2	3
COc1cc(OC)c2nc(C)c3c(c2c1)N(c1ccc(O)cc1)CC3	-2	6	2	-1	1	-1	9	28	2
O=C(O)CCCn1cc(NC(=O)c2cccc(F)c2)cn1	1	1	1	3	0	1	-1	-3	2
NC(=O)c1ccccc1NC(=O)C(c1ccccc1)c1ccccc1	-5	3	4	3	-6	-1	-5	8	-3
Cc1cc2ccccc2n1CCNC(=O)C1CCCCC1	1	1	1	-12	5	-1	6	12	0
CC(C)c1nc(C(=O)N2CCc3c([nH]c4ccccc34)C2c2ccccn2)cs1 (stereo unspecified)	2	x	x	x	3	-1	6	1	2
CN(C(=O)COC(=O)c1ccccc1C(=O)c1ccccc1)c1ccccc1	1	-1	-2	-1	3	x	x	6	x
O=C1CCC(C(=O)N(CCO)Cc2ccccc2)CN1CC1CCCCC1 (stereo unspecified)	0	5	8	-5	4	2	3	7	4
CCCCNC(=O)c1cc2n(n1)C(C(F)(F)F)CC(c1ccccc1)N2 (stereo unspecified)	-2	2	5	3	18	2	-8	12	2
CCOC(=O)N1CCC(NC(=O)c2cc(C(=O)NCC(OC)OC)ccc2CO)CC1	-4	2	3	-12	3	3	-1	-1	4
Cc1cccc(C)c1NC(=O)COC(=O)c1cc(=O)[nH]c2ccccc12	0	3	-5	3	0	-2	x	3	0
CCOc1ccc(OCC(=O)OCc2csc(CC(=O)Nc3ccccc3C)n2)cc1	0	6	3	-6	14	0	12	-5	0
Cc1ccc(-c2cc(-c3ccccc3)[nH]c(=S)c2C#N)cc1	-2	-4	5	-4	3	-2	-19	-4	3
O=S(=O)(NNC(=S)Nc1ccc(S(=O)(=O)Nc2ncccn2)cc1)c1ccc(Br)cc1	-1	4	3	-5	2	-1	12	-2	4
C=CCN1C(=O)CSc2ccc(C(=O)OCC)cc21	1	2	5	0	6	-3	-5	2	-3
Cc1c(C)c2cc(Cl)c(OC(C)C(=O)NCCN3CCOCC3)cc2oc1=O (stereo unspecified)	-1	0	1	-11	2	1	3	-3	4
CC1(C)NC(=O)N(CCOCCOc2ccc3ccccc3c2Br)C1=O	4	-1	5	-3	6	-5	-2	2	4
CCOC(=O)N1CCN(c2c(NCCCN(CC)CC)c(=O)c2=O)CC1	3	3	9	-3	2	-1	-8	10	-2
Cc1ccc(-n2cc(C(=O)c3cc(Cl)ccc3O)cc(C#N)c2=O)cc1	-1	-2	1	-1	4	-2	-4	5	-4
COc1cc([N+](=O)[O-])ccc1NC(=O)CSc1nncn1-c1cccnc1	-1	11	-3	-3	7	-3	-1	-9	-3
c1cnc2ccc(C(c3nnnn3C3CCCCC3)N3CCN(C4CCCCC4)CC3)cc2c1 (stereo unspecified)	-4	8	4	-2	-1	-1	-6	7	0
COC(=O)c1oc2ccc(Br)cc2c1NC(=O)CCN1CCOCC1	-1	-7	0	-2	-1	0	-1	-19	1
Cc1ccccc1-c1noc(-c2ccccc2C(=O)NCC2CCCO2)n1 (stereo unspecified)	-1	-3	5	5	2	3	29	11	7
CC(C)(C)NC(=O)C[n+]1ccc(C(N)=O)cc1	1	5	0	1	-1	2	-3	18	5
Cc1cc2occ(CC(=O)N(C)CC(=O)Nc3c(C)cccc3C)c2cc1C	1	6	-2	6	2	-2	0	9	1
Cc1ccc(CN2C(=O)CCC2(C)C(=O)NCc2cccnc2)cc1 (stereo unspecified)	1	1	7	-4	6	-4	0	4	-4
COc1ccc(OCc2nc3ccccc3[nH]2)cc1	2	4	-5	5	1	-3	1	-3	-3
COc1ccc(Cl)cc1S(=O)(=O)NC(C)C(=O)NCc1cccnc1 (stereo unspecified)	1	0	2	-3	-4	-3	-2	5	-6
CCOC(=O)Cc1cc(=O)n2[nH]c(C)c(-c3ccccc3)c2n1	-28	-5	-1	-3	16	-8	-3	4	-14
COc1ccc(CC(=O)c2cc(OC)c(OC)cc2CC(=O)O)cc1OC	-7	4	8	5	0	-3	-8	5	-3
O=c1cc2c(nn1Cc1ccc(Cl)cc1)-c1ccccc1CC2	-5	2	-6	-3	1	-4	-8	-26	12
Cc1ccccc1NC(=O)c1cc2ccccc2o1	-2	2	-1	-2	0	-4	-4	1	-7
Cc1ccc(S(=O)(=O)N2CCCCC2CCNC(=O)C(=O)NCC2CCCO2)cc1 (stereo unspecified)	-3	1	-1	4	2	1	5	-2	4
Oc1ccc(CN2CCN(c3ccccc3)CC2)c2cccnc12	-1	10	3	-1	3	2	-6	2	0
COCCOc1ccc(C(F)(F)F)cc1NC(=O)c1ccccc1	3	5	-2	-9	5	2	-3	-7	4
O=C1OCCC1Sc1nc2ccccc2s1 (stereo unspecified)	7	4	-1	-6	2	1	-3	-16	5
O=S(=O)(c1ccc(Cl)cc1)c1nc(-c2ccccc2F)oc1NCCCN1CCOCC1	1	-7	-6	5	2	2	2	-7	3
O=[N+]([O-])C1=C(Nc2cccc3ccccc23)CS(=O)(=O)C1	-35	7	10	3	39*	3	4	6	3
CCOC(=O)C1(CCCc2ccccc2)CCN(C(=O)c2cc(C)nn2CC)CC1	-3	-3	6	0	6	6	3	22	9
COc1ccccc1Cn1cccc1C=O	0	2	3	2	5	3	6	9	5
Oc1ccccc1CNc1ccc(OC(F)(F)F)cc1	-4	x	x	x	12	-2	9	-5	-4
COc1cccc(NC(=O)CSc2nnc(Cc3ccc(C)cc3)c(=O)n2N)c1	5	-1	-3	6	3	-3	30	-5	5
COc1cccc(/C=C2\N=C(c3c(-c4ccccc4)noc3C)OC2=O)c1OC	1	9	-6	2	1	-1	11	7	5
Cc1ccccc1[C@]1(C)ON(c2ccccc2C(F)(F)F)C1=O	0	x	x	x	1	-1	x	14	-6
CC(C)COc1ccc(C(=O)Nc2scc(-c3ccc(Cl)cc3Cl)c2C(N)=O)cc1	-2	-3	-4	-14	-3	-3	0	5	2
CCN(C[C@H]1N[C@@](C)(C(=O)OC)[C@H]2C(=O)N(C)C(=O)[C@@H]12)C(=O)Nc1ccccc1	0	8	1	6	-5	x	x	17	x
CCOc1cccc(C(=O)Nc2cccc(NC(=O)c3ccco3)c2)c1	0	2	0	-6	7	-5	-9	-4	-6

A second format for part of the listing above.
Values run as follows: PAD4 FP inh | PAFAH1B3 FP inh | PAFAH1B2 inh | PAFAH2 FP inh | pPAFAH inh | LYPLA1 counter | GSTO1 inh | PREPL inh | LYPLA2 inh
> COc1cccc(/C=C2\N=C(c3c(-c4ccccc4)noc3C)OC2=O)c1OC
  1 | 9 | -6 | 2 | 1 | -1 | 11 | 7 | 5
> Cc1ccccc1[C@]1(C)ON(c2ccccc2C(F)(F)F)C1=O
  0 | x | x | x | 1 | -1 | x | 14 | -6

Further results
SMILES	PAD4 FP inh	PAFAH1B3 FP inh	PAFAH1B2 inh	PAFAH2 FP inh	pPAFAH inh	LYPLA1 counter	GSTO1 inh	PREPL inh	LYPLA2 inh
Cc1ccc(S(=O)(=O)N2C(=O)CCC2C(=O)N2CCN(C)CC2)cc1 (stereo unspecified)	2	-5	0	-1	7	1	3	-1	6
C=CCn1c(SCc2cc(=O)n3cc(C)ccc3n2)nnc1-c1cccc(C)c1	1	4	2	1	-4	2	0	5	-5
O=C(N/C(=C/c1ccco1)C(=O)N1CCOCC1)c1ccccc1Br	4	2	-5	-2	3	0	-2	16	1
CCn1cc(CNC(=S)Nc2cccc(Cl)c2C)cn1	-4	13	0	3	0	1	6	-4	-2
CSc1cccc(NC(=S)N(C(C)C)C(C)c2ccccn2)c1 (stereo unspecified)	2	-1	-2	3	-2	-1	6	-2	1
CC1=C(C(N)=O)C(c2ccc(Cl)cc2)NC(=O)N1 (stereo unspecified)	-6	0	3	-2	2	0	-4	13	-3
COc1ccc(CNc2ccc([N+](=O)[O-])cn2)cc1	0	3	7	-3	2	3	1	-2	7
CC(C)CCn1c(CN2CCN(Cc3ccccc3)CC2)nc2c1c(=O)n(C)c(=O)n2C	-3	3	4	-3	-1	0	9	22	3
CN(c1ccc(OCC(=O)OCC(=O)NC2CCCC2)cc1)S(=O)(=O)c1ccc2ccccc2c1	-3	1	0	3	2	-4	8	2	-5
COc1ccc(-c2cnn3cc(-c4cccc(Cl)c4)cnc23)cc1	2	3	3	-2	3	-2	-4	1	-6
COc1cc2c(cc1OC)C(C)N(C(=O)[C@@H](NC(=O)c1ccccc1)C(C)C)CC2 (stereo partly specified)	0	3	1	-8	6	0	-3	-3	6
CSc1ccccc1NC(=O)CN(C)C(=O)CNc1ccc(C(F)(F)F)cc1[N+](=O)[O-]	2	6	3	-2	2	0	x	2	1
CN(C)CCNc1oc(/C=C/c2ccccc2)nc1C#N	1	9	-7	-9	4	-2	-2	37	5
COC(=O)C(C(=O)OC)c1ncccc1[N+](=O)[O-]	0	3	7	-3	0	-1	10	-5	2
N=c1c(-c2nc3ccccc3[nH]2)cc(C(=O)c2cccs2)nn1-c1ccc(Cl)cc1	-2	x	x	x	24	-5	11	1	0
Cc1cc(C)c(OCCCCNCc2ccccc2)c(Cl)c1	-4	4	8	-7	-2	-4	-13	-6	4
COCCNC(=O)c1ccc(CS(=O)(=O)c2cccc(C(F)(F)F)c2)o1	2	4	3	7	7	3	-3	-1	4
CCO[C@@H]1OC(C(=O)NCc2nc3ccccc3[nH]2)=C[C@H](c2ccccc2)[C@H]1CCCO	-3	-11	2	-7	5	2	-1	9	4
O=C(CN1CCCCC1)Nc1nc(-c2ccc(F)c(F)c2)cs1	-4	-2	5	2	-7	-5	5	-14	-9
CCN1C(=O)[C@H]2[C@@H](c3ccc(-c4ccc(OC)cc4)c(OC)c3)N[C@@](C)(C(=O)OC)[C@H]2C1=O	-2	5	-2	-5	-5	1	1	6	0
COc1cccc2cc(-c3nnc(SCC(=O)Nc4nc(C)cs4)n3C)oc12	-1	-6	3	-2	-3	-4	-4	-12	-6
[O-][n+]1c2c(nn1-c1ccccc1)/C(=N/O)CCC2	1	0	-2	7	1	2	-2	6	11
CCOC(=O)C(CC(=O)O)=C(c1ccccc1)c1ccccc1	-4	8	32*	5	2	-2	3	13	-1
C[C@H]1CN(Cc2ccccc2)C(=O)[C@@H]1CC(=O)NCc1ccccc1	4	7	0	6	5	1	1	4	1
CCCc1nc2n[nH]c(N)c2c2c1COC(C)(C)C2	8	6	1	4	1	2	-4	12	8
O=C(Nc1ccc(Cl)cn1)c1ccc2[nH]c(=O)c(=O)[nH]c2c1	-3	6	6	10	11	-3	-1	11	3
CCN(/N=C/c1cccs1)c1cc(=O)n(C)c(=O)[nH]1	-5	2	5	-7	-7	0	-6	7	3
Cn1c(O)c(C=Nc2ccc(Br)cc2)sc1=O	-3	15	5	3	10	4	-5	2	13
